Screening results as filed in PubChem BioAssay.
PTHR1 agonist = activates the human parathyroid hormone receptor PTHR1; HEK293 GP2 PTHR1 cells, GloSensor cAMP luminescence, 1 h; Q03431; Potency, µM (highest dose often 115 µM), inactives show at the highest dose activation, actives largely listed as activators; AID 743266; hit rate 0.075% among 410,000; also: nearly all actives have a fitted effect of over 55% in size; some results filed as inactive show a strong effect at the top dose; inactives centre near -15; many of its hits are not listed in these tables
Target sequence (Q03431 whole entry, looked up): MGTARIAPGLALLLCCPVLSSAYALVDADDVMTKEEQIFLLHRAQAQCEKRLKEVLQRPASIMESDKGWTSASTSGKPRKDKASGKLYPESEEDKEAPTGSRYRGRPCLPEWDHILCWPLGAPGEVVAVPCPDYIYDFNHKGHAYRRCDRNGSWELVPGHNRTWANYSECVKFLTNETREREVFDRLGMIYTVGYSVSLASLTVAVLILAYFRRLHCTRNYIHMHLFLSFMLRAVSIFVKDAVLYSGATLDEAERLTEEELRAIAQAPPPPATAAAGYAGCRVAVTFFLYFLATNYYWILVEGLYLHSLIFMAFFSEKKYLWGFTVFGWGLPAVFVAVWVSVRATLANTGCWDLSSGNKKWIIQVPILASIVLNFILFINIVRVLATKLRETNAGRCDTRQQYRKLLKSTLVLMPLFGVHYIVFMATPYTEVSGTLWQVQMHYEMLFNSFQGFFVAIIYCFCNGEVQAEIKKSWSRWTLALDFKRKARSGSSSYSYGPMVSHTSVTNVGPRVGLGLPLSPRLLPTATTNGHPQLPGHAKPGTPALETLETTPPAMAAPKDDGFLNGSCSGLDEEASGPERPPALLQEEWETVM
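HEK-293-derived GP2 cells expressing PTHR1 and a GloSensor cAMP reporter, 3,000/well, plated overnight, given luciferin plus IBMX (each 0.5 mM as added) for 1 h at 37 °C, then compound for 1 h at 37 °C. Luminescence was read after 15 min at room temperature.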
FUS yeast rescue = rescues growth of FUS-expressing yeast | Potency, µM (titrated, usually from 76.6 µM), for the others: at the top dose growth rescue (activation), usual class: activators | S. cerevisiae FUS-expressing, growth rescue, OD600, 24 h | hit rate 0.24% among 390,000;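 also: plate controls were DMSO vehicle for no effect and reference control for full effect; nearly all actives have a fitted effect of over 55% in size; some results filed as inactive show a strong effect at the top dose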
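Yeast expressing FUS under galactose induction, OD 0.005 in 2% galactose medium; compounds in a dilution series, 24 h at 30C. Growth rescue by absorbance at 600 nm; CP55940 positive control, DMSO negative.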
TDP43 rescue = TDP-43 toxicity inhibition in yeast; TDP-43 expressing yeast growth rescue, BacTiter-Glo, 24 h; Potency, µM (highest dose often 46.1 µM), for inactives: top-dose growth rescue (activation), most hits filed as activators; hit rate 1.8% among 410,000; AID 652104; also: % of control where 0% means no effect; nearly all actives have a fitted effect of over 50% in size
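Growth rescue of TDP-43-toxic yeast measured as ATP luminescence (BacTiter-Glo). Cells grown to mid-log in raffinose, induced in galactose at OD600=0.02, exposed to compound 24 hr at 30 deg C.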
Numbers without * were called inactive; [ ] = remark or other dose. Calls follow the shape of the dose curve; as a rule, active = well fitted curve in the direction sought with a large enough effect; inconclusive = small, poorly fitted or top-dose-only effect, or another doubt; inactive = no such curve, though single readings can be large; an effect the other way counts as inactive or inconclusive. Potency is read from the fitted curve at half-maximal effect.

Screening CCOC(=O)c1sc2ccccc2c1S(=O)(=O)N1CCN(c2cccc(C)c2C)CC1 returned PTHR1 agonist inactive, FUS yeast rescue -12.4% and TDP43 rescue 19.2%.
`CCCCOc1ccc(S(=O)(=O)Nc2ccc(-c3ccc(N4CCC(C)CC4)nn3)cc2)cc1` gave PTHR1 agonist inactive, FUS yeast rescue -8.0% and TDP43 rescue 7.9%.
COc1ccc(Cn2c(SCc3ccc(C(=O)NCc4ccc(C)cc4)cc3)nc3cccnc32)cc1 was read as PTHR1 agonist -54.3%[inhibitor], FUS yeast rescue 24.6% and TDP43 rescue 7.3%.
For CCOc1ccc(NC(=O)NC(C)c2c(-n3cccc3)sc(C)c2C)cc1 (stereo not drawn) the results were PTHR1 agonist -34.9%[inhibitor], FUS yeast rescue 13.9% and TDP43 rescue 20.6%.
For CCOC(=O)c1ccc(NC(=O)C(CC)Sc2nc3ncccc3[nH]2)cc1 (stereo not drawn) the results were PTHR1 agonist -1.4%, FUS yeast rescue 14.4% and TDP43 rescue 6.9%.
For Cc1ccc(-n2c(=O)c3ccc(C(=O)NCc4ccco4)cc3n(Cc3cccc(Cl)c3)c2=O)cc1 the results were PTHR1 agonist 1.0%, FUS yeast rescue -26.2% and TDP43 rescue 3.7%.
Cc1ccc(NC(=O)C2CCCN(S(=O)(=O)c3c(C)n[nH]c3C)C2)cc1Cl (stereo not drawn) was read as PTHR1 agonist -92.8%[inhibitor], FUS yeast rescue 35.0% and TDP43 rescue -5.5%.
`Cc1ccc(-c2noc(-c3cc(-c4ccc(F)cc4)n[nH]3)n2)cc1` gave PTHR1 agonist -15.3%, FUS yeast rescue -19.1% and TDP43 rescue 21.7%.
COc1ccccc1CNC(=O)CCc1c(C)nn(-c2ccc(N3CCOCC3)nn2)c1C was read as PTHR1 agonist -15.2%, FUS yeast rescue 2.0% and TDP43 rescue 23.6%.
`COc1cccc(NC(=O)CC2C(=O)OCCN2Cc2ccccc2)c1` (stereo not drawn) gave PTHR1 agonist -41.5%[inhibitor], FUS yeast rescue 2.4% and TDP43 rescue inconclusive.
`COc1cc(OC)c(NC(=O)c2c3c(nn2C)-c2ccccc2SC3)cc1Cl` gave PTHR1 agonist inactive, FUS yeast rescue -10.4% and TDP43 rescue 23.2%.
For CC1(C)C(=O)N(CC(=O)Nc2cccc(F)c2)c2ccc(S(=O)(=O)N3CCCCC3)cc21 the results were PTHR1 agonist -25.2%, FUS yeast rescue 35.6% and TDP43 rescue 0.0%.
For CC1=C(C(=O)NCc2ccc(C)cc2)C2(CCCCC2)OC1=O the results were PTHR1 agonist -3.2%, FUS yeast rescue 1.9% and TDP43 rescue inconclusive.
For O=C(c1ccc2c(c1)N(Cc1cccc(Cl)c1)C(=O)c1ccccc1S2(=O)=O)N1CCCCCC1 the results were PTHR1 agonist -8.8%, FUS yeast rescue inconclusive and TDP43 rescue 11.6%.
`COc1ccc(C(=O)c2cn(CC(=O)Nc3cc(C)ccc3C)c3nc(C)ccc3c2=O)cc1` gave PTHR1 agonist inactive, FUS yeast rescue -11.9% and TDP43 rescue -0.7%.

An excerpt from above in order of length of the SMILES, smallest number first.
For CC1=C(C(=O)NCc2ccc(C)cc2)C2(CCCCC2)OC1=O the results were PTHR1 agonist -3.2%, FUS yeast rescue 1.9% and TDP43 rescue inconclusive.
Cc1ccc(NC(=O)C2CCCN(S(=O)(=O)c3c(C)n[nH]c3C)C2)cc1Cl (stereo not drawn) was read as PTHR1 agonist -92.8%[inhibitor], FUS yeast rescue 35.0% and TDP43 rescue -5.5%.
For Cc1ccc(-n2c(=O)c3ccc(C(=O)NCc4ccco4)cc3n(Cc3cccc(Cl)c3)c2=O)cc1 the results were PTHR1 agonist 1.0%, FUS yeast rescue -26.2% and TDP43 rescue 3.7%.

Carrying on.
`CCn1ccc2cc(S(=O)(=O)N3CCC(C(=O)NCc4ccc(F)cc4)CC3)ccc21` gave PTHR1 agonist -21.1%, FUS yeast rescue inconclusive and TDP43 rescue 0.0%.
For COc1ccc(CCNC(=O)CCCn2c(SCC(N)=O)nc3cc4c(cc3c2=O)OCO4)cc1OC the results were PTHR1 agonist 5.8%, FUS yeast rescue 7.1% and TDP43 rescue -9.5%.
For O=C(Nc1ccc(N2CCN(c3ccc(F)cc3)CC2)c(C(=O)O)c1)c1cccs1 the results were PTHR1 agonist -5.0%, FUS yeast rescue -16.5% and TDP43 rescue 0.0%[9.22 µM].
Screening CCc1c(C)sc(NC(=O)c2cc3nc(-c4ccc(OC)cc4)cc(C(F)(F)F)n3n2)c1C(=O)OC returned PTHR1 agonist -16.4%, FUS yeast rescue -9.9% and TDP43 rescue 5.3%.
`c1ccc(-c2cn(-c3ccccc3)c3ncnc(N4CCN(c5ccccc5)CC4)c23)cc1` gave PTHR1 agonist -22.4%, FUS yeast rescue -9.0% and TDP43 rescue 11.6%.
For Cc1ccc(-c2cc(NC(=O)C(C)Oc3ccc(C)c(C)c3)on2)cc1 (stereo not drawn) the results were PTHR1 agonist -35.9%[inhibitor], FUS yeast rescue -16.8% and TDP43 rescue -10.4%.
`CSc1nnc(NC(=O)c2cc(=O)c3cc(C)c(C)cc3o2)s1` gave PTHR1 agonist -21.3%, FUS yeast rescue -16.8% and TDP43 rescue 18.2%.
Screening CC(C)CN(CCNC(=O)c1cc(=O)[nH]c2ccc(S(=O)(=O)N3CCCCCC3)cc12)CC(C)C returned PTHR1 agonist inactive, FUS yeast rescue -11.7% and TDP43 rescue 14.1%.
For Cc1ccc(NC(=O)CSc2nc3nccnc3c(=O)n2CCc2c[nH]c3ccccc23)cc1 the results were PTHR1 agonist 0.0%, FUS yeast rescue -8.7% and TDP43 rescue -0.9%.
Screening CCc1ccc(NC(=O)CN2C(=O)c3ccccc3Sc3ccc(C(=O)N4CCCC4)cc32)cc1 returned PTHR1 agonist -35.7%[inhibitor], FUS yeast rescue 23.7% and TDP43 rescue inconclusive.
Screening O=C(CSc1nccn1Cc1ccc(F)cc1)NCc1ccccc1 returned PTHR1 agonist inactive, FUS yeast rescue -1.8% and TDP43 rescue inconclusive.
`CCc1cccc(CC)c1NC(=O)Cn1nnc2sc3c(c2c1=O)CCCC3` gave PTHR1 agonist -7.4%, FUS yeast rescue 1.0% and TDP43 rescue -7.5%.
O=c1c2sc3ccccc3c2n(Cc2ccc(F)cc2Cl)c(=O)n1Cc1ccccc1 was read as PTHR1 agonist inactive, FUS yeast rescue -12.2% and TDP43 rescue 18.4%.
CCCCN(CCCC)c1ncnc2c1cnn2-c1cccc(C)c1 was read as PTHR1 agonist -23.4%, FUS yeast rescue 2.6% and TDP43 rescue 3.1%.
Screening CCOc1ccc(OCC)c(NC(=O)Cn2nc(CC)n3c(cc4sccc43)c2=O)c1 returned PTHR1 agonist inactive, FUS yeast rescue -23.2% and TDP43 rescue 16.5%.

Not a retest: entries from further up.
`CCc1cccc(CC)c1NC(=O)Cn1nnc2sc3c(c2c1=O)CCCC3` gave PTHR1 agonist -7.4%, FUS yeast rescue 1.0% and TDP43 rescue -7.5%.
O=c1c2sc3ccccc3c2n(Cc2ccc(F)cc2Cl)c(=O)n1Cc1ccccc1 was read as PTHR1 agonist inactive, FUS yeast rescue -12.2% and TDP43 rescue 18.4%.
CCCCN(CCCC)c1ncnc2c1cnn2-c1cccc(C)c1 was read as PTHR1 agonist -23.4%, FUS yeast rescue 2.6% and TDP43 rescue 3.1%.
Screening CCOc1ccc(OCC)c(NC(=O)Cn2nc(CC)n3c(cc4sccc43)c2=O)c1 returned PTHR1 agonist inactive, FUS yeast rescue -23.2% and TDP43 rescue 16.5%.

The list continues.
`CCNC(=O)c1ccc2c(c1)nc1n2CCCCC1` gave PTHR1 agonist -2.7%, FUS yeast rescue -4.0% and TDP43 rescue -16.2%.
For COc1ccc(NC(=O)c2c(C)oc3ccc(O)c(CN4CCN(Cc5ccccc5)CC4)c23)cc1 the results were PTHR1 agonist inactive, FUS yeast rescue 20.3% and TDP43 rescue 8.2%.
`CCOC(=O)c1c(S(=O)(=O)N2CCCC(C(=O)Nc3ccc(C)cc3C)C2)c(C)n(CC)c1C` (stereo not drawn) gave PTHR1 agonist inactive, FUS yeast rescue 18.3% and TDP43 rescue -2.8%.
`CCOC(=O)N1CCc2c(sc3c2c(=O)n(-c2ccccc2C(F)(F)F)c(=O)n3Cc2ccccc2C)C1` gave PTHR1 agonist inconclusive, FUS yeast rescue inconclusive and TDP43 rescue -9.8%.
For Cc1c(NC(=O)c2ccc(Cl)cc2)cc(C(C)C)c(O)c1S(=O)(=O)c1ccccc1 the results were PTHR1 agonist -16.4%, FUS yeast rescue 9.5% and TDP43 rescue 6.1%.
For O=C(C1CC1)N1CCN(c2nc3ccc(F)cc3s2)CC1 the results were PTHR1 agonist -75.5%[inhibitor], FUS yeast rescue -2.0% and TDP43 rescue inconclusive.
`O=C(Nc1cccc(Cl)c1)N1CCSc2ccccc21` gave PTHR1 agonist inactive, FUS yeast rescue -11.0% and TDP43 rescue inconclusive.
O=c1oc2ccccc2cc1-c1cn2cc(Cc3ccccc3F)sc2n1 was read as PTHR1 agonist -3.2%, FUS yeast rescue -14.8% and TDP43 rescue 18.5%.
Screening CN(C(=O)CSc1nncn2c1cc1occc12)c1ccccc1 returned PTHR1 agonist -10.3%, FUS yeast rescue -7.5% and TDP43 rescue 12.8%.
Screening Cc1cc(C)c(NC(=O)C(=O)NCCc2csc(-c3ccc(F)cc3)n2)c(C)c1 returned PTHR1 agonist -40.6%[inhibitor], FUS yeast rescue 12.4% and TDP43 rescue 0.0%.
For COc1cccc(C(=O)N2CCc3c([nH]c4ccccc34)C2c2ccc(SC)cc2)c1 (stereo not drawn) the results were PTHR1 agonist 9.0%, FUS yeast rescue inconclusive and TDP43 rescue -14.4%.
For O=C(CSc1nc(=O)[nH]c2c1CCC2)NCc1ccccc1 the results were PTHR1 agonist -21.2%, FUS yeast rescue -16.4% and TDP43 rescue 16.4%.
`Cc1ccc(S(=O)(=O)c2cn(Cc3ccccc3)c3cc(N4CCCCC4)c(F)cc3c2=O)cc1` gave PTHR1 agonist inactive, FUS yeast rescue -10.3% and TDP43 rescue 24.3%.
Screening CCC1CCCCN1C(=O)Cn1c(=O)n(-c2ccccc2C(F)(F)F)c(=O)c2c(C)c(C(=O)N(C)C)sc21 (stereo not drawn) returned PTHR1 agonist 7.2%, FUS yeast rescue 10.3% and TDP43 rescue 0.0%.
For CCc1ccc(NC(=O)CSc2nc(-c3cccc(OC)c3)nc3c2Cc2c(CO)cnc(C)c2O3)cc1 the results were PTHR1 agonist -11.6%, FUS yeast rescue -11.5% and TDP43 rescue 6.1%.
`Cn1cc(S(=O)(=O)N2CCCCCC2)cc1C(=O)Nc1ccc(Cl)c(C(F)(F)F)c1` gave PTHR1 agonist -22.1%, FUS yeast rescue 9.0% and TDP43 rescue 23.8%.
CCOC(=O)N1CCN(C(=O)CN(c2ccccc2F)S(=O)(=O)c2ccc(C)cc2)CC1 was read as PTHR1 agonist inactive, FUS yeast rescue 22.0% and TDP43 rescue 7.3%.
Screening COc1cc(NC(=O)CCc2c(C)nc3c(c(C)nn3-c3ccccc3)c2C)cc(OC)c1OC returned PTHR1 agonist inactive, FUS yeast rescue -7.2% and TDP43 rescue 20.4%.
`CCCCOc1ccc(C(=O)NCCc2csc(-c3cccc(F)c3)n2)cc1` gave PTHR1 agonist inactive, FUS yeast rescue 16.2% and TDP43 rescue 18.7%.
Cc1cc2c(n1-c1ccc(C(=O)NCc3cccc(Br)c3)cc1)CCC(C)C2 (stereo not drawn) was read as PTHR1 agonist 21.9%, FUS yeast rescue inconclusive and TDP43 rescue 0.1%.
`CCOc1ccc(S(=O)(=O)NCc2nc3cccnc3n2Cc2ccccc2OC)cc1` gave PTHR1 agonist inactive, FUS yeast rescue 34.6% and TDP43 rescue 15.9%.
COc1cc(CNC(=O)c2sc3ncccc3c2-n2cccc2)cc(OC)c1OC was read as PTHR1 agonist -22.7%, FUS yeast rescue 17.3% and TDP43 rescue 0.0%.
Cc1ccc(-n2c(-c3ccco3)nc3c(cnn3-c3ccccc3Cl)c2=O)cc1 was read as PTHR1 agonist -77.4%[inhibitor], FUS yeast rescue -12.0% and TDP43 rescue -7.2%.
Screening CCc1cccc(C)c1NC(=O)CN1C(=O)c2cccc3cccc1c23 returned PTHR1 agonist -17.2%, FUS yeast rescue 3.0% and TDP43 rescue 8.3%.
Cc1ccc([N+](=O)[O-])cc1NC(=O)CN(c1ccccc1)S(=O)(=O)N(C)C was read as PTHR1 agonist inactive, FUS yeast rescue 14.3% and TDP43 rescue 13.2%.
Cc1ccc(NS(=O)(=O)c2ccc3[nH]c4c(c3c2)CCCCCC4)cc1 was read as PTHR1 agonist -22.2%, FUS yeast rescue 35.0% and TDP43 rescue 14.1µM*.

These rows are one share of the data; count on the stated rates, not on these rows.
